Screening results deposited in PubChem BioAssay by National Center for Advancing Translational Sciences (NCATS).
USP1 inh: Inhibitors of USP1/UAF1: Primary Screen | Ubiquitin carboxyl-terminal hydrolase 1 (Homo sapiens), O94782 | recombinant USP1/UAF1, Ub-Rhodamine cleavage fluorescence | Potency, µM (highest dose often 57.1 µM), inactives show at the highest dose activity change, negative = inhibition, actives largely listed as inhibitors | 390,000 tested, 0.23% active | AID 743255, 2014; also: potency is read from the fitted curve at half-maximal effect; % is scaled to controls: 0 for no effect and ±100 for the full control effect; nearly all actives have a fitted effect of over 60% in size; inactives centre near -12
Target sequence (O94782 whole entry, looked up): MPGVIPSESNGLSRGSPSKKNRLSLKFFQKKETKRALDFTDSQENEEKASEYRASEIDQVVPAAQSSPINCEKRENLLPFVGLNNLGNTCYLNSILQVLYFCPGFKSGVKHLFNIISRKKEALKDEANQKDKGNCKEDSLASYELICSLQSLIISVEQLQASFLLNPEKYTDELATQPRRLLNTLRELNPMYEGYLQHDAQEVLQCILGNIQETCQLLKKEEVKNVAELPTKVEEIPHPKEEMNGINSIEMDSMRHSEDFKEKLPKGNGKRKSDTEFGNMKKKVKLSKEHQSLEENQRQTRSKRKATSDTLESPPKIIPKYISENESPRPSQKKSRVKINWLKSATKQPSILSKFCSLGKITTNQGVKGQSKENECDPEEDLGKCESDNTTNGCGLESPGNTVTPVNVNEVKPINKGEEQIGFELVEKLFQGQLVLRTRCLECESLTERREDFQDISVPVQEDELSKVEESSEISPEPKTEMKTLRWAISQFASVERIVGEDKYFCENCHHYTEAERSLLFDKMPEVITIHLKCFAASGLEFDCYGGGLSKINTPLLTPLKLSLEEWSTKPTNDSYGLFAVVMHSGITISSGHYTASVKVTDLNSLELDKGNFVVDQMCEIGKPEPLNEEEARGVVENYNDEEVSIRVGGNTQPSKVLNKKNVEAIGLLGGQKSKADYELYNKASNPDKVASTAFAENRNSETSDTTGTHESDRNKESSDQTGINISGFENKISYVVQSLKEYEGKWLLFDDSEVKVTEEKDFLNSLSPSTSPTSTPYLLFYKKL
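USP1/UAF1 complex at 1 nM was preincubated with compound for 15 min at room temperature, then Ub-Rho substrate (150nM final) was added. Fluorescence (480/540 nm) was read kinetically, 6 reads every 60 seconds.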
Glioma ERSR ind: qHTS for Inducers of the Endoplasmic Reticulum Stress Response (ERSR) in Human Glioma: qHTS; 420,000 tested, 0.02% active; Potency, µM, inactives show at the highest dose activation, actives largely listed as activators; U87-MG GRP78 promoter luciferase reporter, 16 h; also: potency is read from the fitted curve at half-maximal effect; series mostly up to about 76 µM; % of control where 0% means no effect; nearly all actives have a fitted effect of over 35% in size
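ERSR induction read as luciferase luminescence (Bright-Glo, 10 min at room temperature) in stably transfected human U87-MG glioma cells exposed to compounds for 16 h, using GRP78 as sensor.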
Vif-A3G inh: qHTS for Inhibitors of Vif-A3G Interactions: qHTS | Potency, µM (highest dose often 46.1 µM), for the others: at the highest dose activity, negative = active, usual class: inhibitors | AID 602310, 2012 | HeLa A3G-eYFP + Vif (tagged APOBEC3G with the HIV-1 protein that degrades it), YFP fluorescence, overnight | 410,000 tested, 0.076% active;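 also: potency is read from the fitted curve at half-maximal effect; % is scaled to controls: 0 for no effect and ±100 for the full control effect; nearly all actives have a fitted effect of over 60% in size; hits raise eYFP signal because A3G escapes Vif-driven loss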
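Read-out is eYFP fluorescence (Ex 488/Em 500-530) from Vif-expressing HeLa A3G-eYFP cells; more signal means A3G escaped Vif-mediated degradation. Cells plated overnight, compound pinned in, incubated overnight at 37 deg C.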
TrxR1 substrate: qHTS Assay for Substrates of Mammalian Selenoprotein Thioredoxin Reductase 1 (TrxR1): qHTS; Thioredoxin reductase 1, cytoplasmic (Rattus norvegicus), O89049; purified TrxR1 substrate turnover, NADPH consumption readout; Potency, µM (series often up to 114 µM), inactives show top-dose activity change, negative = substrate turnover; 390,000 tested, 0.01% active; also: potency is read from the fitted curve at half-maximal effect; % is scaled to controls: 0 for no effect and ±100 for the full control effect; nearly all actives have a fitted effect of over 50% in size
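Rat TrxR1, dispensed at 90 nM, was prereduced with 400 uM NADPH (final) for 5 min at ~22 deg C, then incubated with compound 15 min before 400 uM selenite. A first-read NADPH fluorescence drop versus no-compound background flagged substrates.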
Vif-A3F inh: qHTS for Inhibitors of Vif-A3F Interactions: qHTS; Potency, µM (top dose mostly 46.1 µM), inactives show at the top dose activity, negative = active; AID 602313, 2012; 390,000 tested, 0.2% active; HeLa A3F-eYFP + Vif (tagged APOBEC3F with the HIV-1 protein that degrades it), YFP fluorescence increase; also: potency is read from the fitted curve at half-maximal effect; % of control where 0% means no effect; nearly all actives have a fitted effect of over 65% in size
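HeLa cells stably expressing Vif plus C-terminally eYFP-tagged A3F were seeded, incubated overnight at 37 deg C, dosed with compound, incubated overnight again at 37 deg C. Yellow fluorescence (Ex 488/Em 500-530) reported blocked Vif-mediated A3F-eYFP degradation.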
RGS4 inh: Inhibitors of Regulator of G Protein Signaling (RGS) 4: qHTS; Regulator of G-protein signaling 4 (Homo sapiens), P49798; Transcreener GDP fluorescence polarization, RGS4-accelerated GTP hydrolysis; Potency, µM (highest dose often 114 µM), for inactives: at the highest dose activity change, negative = inhibition, actives largely listed as inhibitors; 390,000 tested, 0.039% active; AID 504845, 2011; also: potency is read from the fitted curve at half-maximal effect; % is scaled to controls: 0 for no effect and ±100 for the full control effect; nearly all actives have a fitted effect of over 75% in size; some results filed as inactive show a strong effect at the top dose
Target sequence (P49798 whole entry, looked up): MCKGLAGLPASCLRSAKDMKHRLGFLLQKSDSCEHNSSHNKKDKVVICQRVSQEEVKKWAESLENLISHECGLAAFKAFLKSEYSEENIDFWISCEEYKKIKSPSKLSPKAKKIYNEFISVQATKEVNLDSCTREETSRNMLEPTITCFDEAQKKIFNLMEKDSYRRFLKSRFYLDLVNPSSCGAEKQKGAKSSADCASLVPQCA
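MLSMR compounds (23 nl, pin-transferred) preincubated 10 min at room temperature with a 500nM (2x) first reagent, then RGS4 at 900nM (2x) plus Transcreener GDP mix added; fluorescence polarization (620/688 nm) read before and after 90 min at 30 °C.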
IDH1 R132H inh: qHTS for Inhibitors of mutant isocitrate dehydrogenase 1 (IDH1): qHTS; Isocitrate dehydrogenase [NADP] cytoplasmic (Homo sapiens), O75874; IDH1-R132H enzyme, NADPH consumption, diaphorase/resazurin fluorescence; Potency, µM (titrated, usually from 76.6 µM), for the others: at the top dose activity change, negative = inhibition, actives largely listed as inhibitors; 390,000 tested, 0.093% active; also: potency is read from the fitted curve at half-maximal effect; % is scaled to controls: 0 for no effect and ±100 for the full control effect; nearly all actives have a fitted effect of over 65% in size
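IDH1-R132H (0.5 ug/mL dispensed) in pH 7.5 Tris buffer was preincubated 30 min with compound, then given a substrate mix of 0.016 mM NADPH and 2 mM alpha-KG for 80 min at room temperature; remaining NADPH was read by diaphorase/resazurin fluorescence.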
rTrxR1 inhibitor: qHTS Assay for Inhibitors of Mammalian Selenoprotein Thioredoxin Reductase 1 (TrxR1): qHTS; Thioredoxin reductase 1, cytoplasmic (Rattus norvegicus), O89049; recombinant rTrxR1, NADPH fluorescence consumption, selenite substrate; Potency, µM (titrated, usually from 114 µM), for inactives: at the top dose activity change, negative = inhibition, hits mostly inhibitors; 390,000 tested, 1% active; AID 588453, 2011; also: potency is read from the fitted curve at half-maximal effect; % is scaled to controls: 0 for no effect and ±100 for the full control effect; nearly all actives have a fitted effect of over 65% in size
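Rat TrxR1 (90 nM in the dispensed reagent) was pre-reduced with 400 uM NADPH for 5 min at room temperature, then incubated with compound for 15 min. After 400 uM selenite was added, NADPH fluorescence (Ex 340/Em 450 nm) was followed for 8 min.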
LDHA inh: qHTS assay for inhibitors of human lactate dehydrogenase. activity change, % (values are at about 110 or 230 µM). 480,000 tested, 0.15% active. purified LDHA, NADH/diaphorase-resazurin fluorescence; hits give low values; in the data active = activity change below about -30%; inconclusive = mostly about -25% to -30%;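 also: plate controls were DMSO wells for no effect and wells without enzyme for full effect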
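Resorufin fluorescence (ex540/em590), read at 0 and 20 min after diaphorase/resazurin addition, reports the NADH left after a 5 min room-temperature reaction of 2 nM human LDH5 with 0.06 mM NADH and 0.2 mM pyruvate.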
Starred values were filed as active, the others as inactive; ? = inconclusive; · = no result given; & = joins results of further samples; [ ] = remark or other dose. Unless noted, calls follow the shape of the dose curve; as a rule, active = well fitted curve in the direction sought with a large enough effect; inconclusive = small, poorly fitted or top-dose-only effect, or another doubt; inactive = no such curve, though single readings can be large; an effect the other way counts as inactive or inconclusive. These rows are one share of the data; count on the stated rates, not on these rows.

SMILES	USP1 inh	Glioma ERSR ind	Vif-A3G inh	TrxR1 substrate	Vif-A3F inh	RGS4 inh	IDH1 R132H inh	rTrxR1 inhibitor	LDHA inh
CS(=O)(=O)N1Cc2ccccc2CC1C(=O)Nc1ccccc1C(N)=O (stereo not drawn)	-11%	1%	0%	22%[57.1 µM]	4%	-46%	11%	7%[57.1 µM]	6
CCC(=O)N1CCc2cc(S(=O)(=O)N3CCN(c4ccccc4Cl)CC3)ccc21	-20%	-3%	1%	2%	0%	-1%	-2%	25%	0
CCc1noc(C)c1C(=O)N1CCN(S(=O)(=O)c2c(C)cc(C)cc2C)CC1	-14%	-3%	-7%	5%	-1%	-11%	-13%	11%	-4
Cc1cc(NCCO)c2cc(O)ccc2n1	-15%	-3%	-4%	195%[activator]	3%	-22%	6%	44%[activator]	2
CO/N=C(/CS(=O)(=O)Cc1ccccc1Cl)c1ccc(Cl)cc1Cl	-3%	-2%	0%	-4%	-10%	3%	21%	16%	4
CC(C)(C)C(=O)NC1CC(=O)N(c2ccc3c(c2)OCCO3)C1 (stereo not drawn)	-29%	-5%	3%	-2%[57.1 µM]	0%	17%	13%	9%[57.1 µM]	-2
CCc1cccc(NC(=O)c2ccc(CNc3c(N4CCCC4)c(=O)c3=O)cc2)c1	-2%	-2%	1%	4%	5%	-28%	2%	16%	-7
COc1ccc2cc(C(=O)/C=C/c3cc(OC)c(O)c(OC)c3)ccc2c1	?	?	?	14%	?	-27%	0%	7%	12
CN(c1ccccc1)S(=O)(=O)c1cccc(NC(=O)CSc2nncn2C)c1	-15%	3%	-1%	-7%	-14%	-34%	5%	-14%	-1
CCOc1ccc(C(=O)NC(C(=O)NCCc2ccc(S(N)(=O)=O)cc2)C(C)C)cc1 (stereo not drawn)	-20%	-4%	-3%	11%[57.1 µM]	-17%	-52%	4%	11%[57.1 µM]	4
O=C(Cn1ncc2c1-c1ccccc1OC2)N1CCN(Cc2ccc3c(c2)OCO3)CC1	-4%	-2%	1%	7%[57.1 µM]	4%	5%	-3%	7%[57.1 µM]	-9
COc1ccc(C(=O)C[n+]2cn(C(F)F)c3ccccc32)c(F)c1	-13%	?	-6%	13%[57.1 µM]	-4%	-30%	2%	?	-40*
O=C(/C=C/c1ccco1)NC(=S)Nc1cccc(-c2nc3ccccc3o2)c1	1%	-5%	?	-7%	-7%	?	1%	?	-10
Cc1nn(-c2ccccc2)c(C)c1C(=O)OCc1ccc(C#N)cc1	-5%	2%	0%	-6%	-4%	18%	-1%	21%	-2
CCC(C)(C)c1ccc(OCCCC[n+]2ccc(C)cc2)c(C(C)(C)CC)c1	-10%	-14%	-9%	-11%	1%	17%[11.4 µM]	-1%	-4%	2
O=S(=O)(Nc1ccc(Cl)c(Cl)c1)N1CCOCC1	-21%	-4%	-1%	1%	0%	-9%	10%	19%	-2
O=C(NC1CCCCC1)c1ccc(CNc2nc(=S)[nH]c3ccccc23)cc1	?	8%	-1%	-5%	11%	14%	-5%	14%[57.1 µM]	-10
COC(=O)C1=C(C)N(Cc2ccccc2)C(=NCC(C)C)N[C@H]1c1cccc(F)c1	-2%	0%	5%	7%[57.1 µM]	-6%	3%	-7%	11%[57.1 µM]	-21
Cn1c(-c2ccc3ccccc3n2)[n+](C)c2ccccc21	0%	-4%	2%	4%[57.1 µM]	4%	-7%	6%	22%[57.1 µM]	4
O=C(N/N=C\C=C\c1ccco1)c1cncc(Br)c1	-12%	-1%	1%	-16%	?	?	-7%	50µM*	3
Clc1ccc(-c2nnc(C3CCCCC3)o2)cc1	-17%	-3%	0%	7%[57.1 µM]	-4%	-21%	6%	7%[57.1 µM]	0&0
Cc1cc(C(C#N)c2ccccc2)n2ncnc2n1 (stereo not drawn)	-5%	-4%	2%	-12%	-3%	25%	6%	-25%	-6
CC(=O)OCCCNc1cc(Sc2nc3ccccc3s2)c2nonc2c1[N+](=O)[O-]	-18%	-2%	1%	-2%	0%	-48%	4%	0.32µM*	27
CC(=O)N1CCCc2cc(S(=O)(=O)NCc3ccc(C)cc3)ccc21	-21%	-4%	3%	5%[57.1 µM]	-5%	4%	4%	9%[57.1 µM]	-6
Nc1c(S(=O)(=O)c2ccccc2)c2nc3ccccc3nc2n1CCN1CCOCC1	-5%	-5%	-1%	56%[activator]	?	-11%	-5%	3%	-1

One compound at a time (already shown). Values in the order: USP1 inh	Glioma ERSR ind	Vif-A3G inh	TrxR1 substrate	Vif-A3F inh	RGS4 inh	IDH1 R132H inh	rTrxR1 inhibitor	LDHA inh
CCC(C)(C)c1ccc(OCCCC[n+]2ccc(C)cc2)c(C(C)(C)CC)c1 is listed with -10%	-14%	-9%	-11%	1%	17%[11.4 µM]	-1%	-4%	2
Cc1cc(C(C#N)c2ccccc2)n2ncnc2n1 (stereo not drawn) is listed with -5%	-4%	2%	-12%	-3%	25%	6%	-25%	-6
O=S(=O)(Nc1ccc(Cl)c(Cl)c1)N1CCOCC1 is listed with -21%	-4%	-1%	1%	0%	-9%	10%	19%	-2

Limited to Vif-A3F inh and LDHA inh, for five of the compounds above:
canonical_smiles	Vif-A3F inh	LDHA inh
COC(=O)C1=C(C)N(Cc2ccccc2)C(=NCC(C)C)N[C@H]1c1cccc(F)c1	-6%	-21
CCC(C)(C)c1ccc(OCCCC[n+]2ccc(C)cc2)c(C(C)(C)CC)c1	1%	2
Clc1ccc(-c2nnc(C3CCCCC3)o2)cc1	-4%	0&0
CC(=O)OCCCNc1cc(Sc2nc3ccccc3s2)c2nonc2c1[N+](=O)[O-]	0%	27
CCOc1ccc(C(=O)NC(C(=O)NCCc2ccc(S(N)(=O)=O)cc2)C(C)C)cc1 (stereo not drawn)	-17%	4

The list goes on:
SMILES	USP1 inh	Glioma ERSR ind	Vif-A3G inh	TrxR1 substrate	Vif-A3F inh	RGS4 inh	IDH1 R132H inh	rTrxR1 inhibitor	LDHA inh
COc1cc(OC)cc(-n2c3nc4ccccc4nc3c3c(=O)n(CC4CCCO4)cnc32)c1 (stereo not drawn)	-13%	-3%	1%	0%	-5%	-3%	1%	7%	-2
CC(=O)c1ccc(NC(=O)CSC2=Nc3ccccc3N=C(c3ccc(F)cc3)C2)cc1	-23%	-1%	-2%	-5%[57.1 µM]	-4%	-6%	-6%	1%[57.1 µM]	-1
COc1ccccc1NC(=O)C1=C(C)Nc2ncnn2C1c1ccccn1 (stereo not drawn)	-28%	-2%	-4%	4%	0%	21%	15%	15%	-17
CCNc1c([N+](=O)[O-])ncn1C	-20%	-4%	2%	5%[57.1 µM]	3%	-2%	0%	11%[57.1 µM]	-10
O=C(c1ccc2nc[nH]c2c1)N1CCN(c2cccc(C(F)(F)F)c2)CC1	-3%	-2%	0%	-3%	0%	-4%	0%	-6%	-5
COc1ccc(N2C(=O)c3ccccc3NC2c2ccc(OC)c(CN3CCOCC3)c2)cc1 (stereo not drawn)	-18%	1%	-7%	-5%	1%	16%	4%	-16%	-9&1
COCCN(CC(=O)Nc1ccccc1C(F)(F)F)C(=O)c1ccc(-n2cccn2)cc1	-20%	-4%	2%	-7%	1%	5%	1%	-5%	1
Cc1ccc(C)c(N2CCN(C(=S)Nc3ccc4nc(N5CCN(C)CC5)cc(C)c4c3)CC2)c1	-23%	-14%	4%	9%	-5%	-18%	0%	-1%	0
CCOC(=O)c1nc(Nc2ccccc2C)c2ccccc2n1	-17%&19%	-1%	-1%	-9%&0%	11%	13%&-3%	-7%	-14%&2%	-7&0
COC(=O)CSc1nnc(-c2sc3ccccc3c2Cl)o1	-9%	-17%	1%	-5%	0%	-20%	17%	-12%	-1
Cc1ccc(S(=O)(=O)NNC(=O)C2CCN(Cc3ccccc3)CC2)cc1	-14%	-4%	1%	10%[57.1 µM]	2%	-24%	0%	6%[57.1 µM]	0
Cn1c(N)c(C(=O)/C=C/c2ccccc2)c(=O)[nH]c1=O	-20%	2%	3%	-13%	-3%	-5%	0%	-10%	-3
COc1ccc2c(c1)Cc1sc(NC(=O)c3cccc(C)c3)nc1-2	35µM*	·	·	0%	·	?	·	-8%	27
CCOC(=O)c1c(-c2ccccc2)oc2ccc(OCC(=O)NN)cc12	-10%	-1%	-3%	73%[activator]	0%	10%	0%	24%	-4
CCOC(=O)c1oc2cc(O)c(CC)cc2c(=O)c1-c1ccc2c(c1)OCCO2	-10%	0%	-3%	-3%	1%	-21%	2%	21%	-3&2
